Bioassay records from PubChem BioAssay.
LmPK inhibitor: blocks Leishmania mexicana pyruvate kinase activity; purified LmPK, Kinase-Glo ATP luminescence, 1 h; Potency, µM (series often up to 57.5 µM), inactives show top-dose activity change, negative = inhibition, hits mostly inhibitors; 290,000 tested, 0.37% active; Q27686; further: potency means the concentration at half of the fitted maximal effect
Target sequence (Q27686 whole entry, looked up): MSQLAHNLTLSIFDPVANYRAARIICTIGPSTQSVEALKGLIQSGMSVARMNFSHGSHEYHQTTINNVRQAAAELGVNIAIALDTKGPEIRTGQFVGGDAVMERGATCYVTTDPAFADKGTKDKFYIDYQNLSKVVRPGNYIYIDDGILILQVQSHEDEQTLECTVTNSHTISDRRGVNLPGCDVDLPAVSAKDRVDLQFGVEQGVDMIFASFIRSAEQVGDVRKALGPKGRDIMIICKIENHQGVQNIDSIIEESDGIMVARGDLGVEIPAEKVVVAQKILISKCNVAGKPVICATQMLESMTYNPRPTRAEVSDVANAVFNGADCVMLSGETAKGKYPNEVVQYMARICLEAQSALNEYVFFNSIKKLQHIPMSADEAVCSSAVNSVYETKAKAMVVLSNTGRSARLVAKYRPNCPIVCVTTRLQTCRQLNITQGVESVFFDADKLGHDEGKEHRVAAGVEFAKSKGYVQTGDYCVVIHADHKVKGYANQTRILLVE
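ATP generated from ADP (0.1 mM) and PEP (0.5 mM) by 0.1 nM LmPK over 1 h at room temperature (pH 7.2 imidazole buffer) was detected by coupled luciferase luminescence. Values were normalized to uninhibited and no-enzyme wells.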
Sm TGR inh: S. mansoni TGR enzyme inhibition; Q962Y6; purified TGR, DTNB reduction, TNB absorbance 405 nm; Potency, µM (titrated, usually from 114 µM), for inactives: at the top dose activity change, negative = inhibition, hits mostly inhibitors; 360,000 tested, 3% active; further: potency means the concentration at half of the fitted maximal effect; nearly all actives have a fitted effect of over 60% in size
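Kinetic colorimetric format: TGR-catalysed, NADPH-driven DTNB reduction monitored via TNB absorbance. Enzyme dispensed at 20 nM; compound exposure 15 min at room temperature before reaction start.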
AmpC inh detg: blocks E. coli AmpC beta-lactamase in detergent assay; P00811; AmpC hydrolysis of nitrocefin, absorbance 480 nm, 0.01% Triton; Potency, µM (titrated, usually from 114 µM), without a hit: at the top dose activity change, negative = inhibition, hits mostly inhibitors; 370,000 tested, 0.041% active; AID 485294;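 further: potency means the concentration at half of the fitted maximal effect; 0% = no-compound wells and -100% = no-enzyme wells; nearly all actives have a fitted effect of over 25% in size; some results filed as inactive show a strong effect at the top dose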
Target sequence (P00811 whole entry, looked up): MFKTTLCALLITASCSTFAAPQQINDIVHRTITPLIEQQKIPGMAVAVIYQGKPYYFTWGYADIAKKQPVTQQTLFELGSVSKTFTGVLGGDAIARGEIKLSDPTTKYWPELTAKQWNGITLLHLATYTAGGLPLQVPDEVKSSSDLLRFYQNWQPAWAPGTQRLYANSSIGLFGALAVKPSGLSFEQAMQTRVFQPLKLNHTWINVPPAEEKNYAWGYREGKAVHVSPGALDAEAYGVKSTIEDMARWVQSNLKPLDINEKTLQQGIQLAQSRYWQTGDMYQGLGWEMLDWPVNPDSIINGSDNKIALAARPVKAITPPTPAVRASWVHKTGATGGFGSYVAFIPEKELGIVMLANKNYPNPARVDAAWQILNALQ
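AmpC (5.3 nM in the dispensed reagent) in 20 mM phosphate pH 7.0 with 0.01% (detergent screen) or 0.0001% Triton X-100 was preincubated with compounds for 15 min at room temperature. Nitrocefin was then added from an 800 uM solution, and hydrolysis was followed at 480 nm.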
AMA1 RON2 block: AMA1-RON2 (P. falciparum) interaction inhibition; Potency, µM (titrated, usually from 58.2 µM), for inactives: top-dose activity change, negative = inhibition, actives largely listed as inhibitors; AlphaScreen AMA1-biotinylated RON2 peptide binding; AID 720542; 360,000 tested, 0.2% active;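 further: potency means the concentration at half of the fitted maximal effect; 0% = vehicle wells and -100% = peptide control; nearly all actives have a fitted effect of over 45% in size; some results filed as inactive show a strong effect at the top dose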
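AMA1 (3D7) with his tag at 25 nM final met compounds first, then biotinylated RON2 peptide at 25 nM; detection used donor plus acceptor beads, 10 µg/mL apiece, read by AlphaScreen after 30 min at room temperature.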
TbPYK inhibitor: inhibitors of Trypanosoma brucei pyruvate kinase; TbPYK enzyme, Kinase-Glo Plus ATP luminescence, 45 min; Potency, µM (top dose mostly 76.8 µM), inactives show at the highest dose activity, negative = inhibition, usual class: inhibitors; 410,000 tested, 0.12% active; Q57TT1; further: potency means the concentration at half of the fitted maximal effect; nearly all actives have a fitted effect of over 50% in size
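Quantitative HTS: titrated library compounds versus trypanosomal pyruvate kinase in TEA buffer (pH 7.2) containing KCl, MgCl2, BSA and Tween-20. Reactions were initiated with ADP, 130 uM final. Kinase-Glo Plus luminescence was read after 45 min at RT.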
AmpC inh no detg: AmpC beta-lactamase inhibition without detergent. AmpC nitrocefin hydrolysis, absorbance 480 nm, 0.0001% Triton. Potency, µM (doses to about 57.1 µM), without a hit: at the top dose activity change, negative = inhibition, actives largely listed as inhibitors. 330,000 tested, 0.52% active. AID 485341;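 further: potency means the concentration at half of the fitted maximal effect; plate controls were no compound for no effect and no enzyme for full effect; nearly all actives have a fitted effect of over 20% in size; some results filed as inactive show a strong effect at the top dose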
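20 mM phosphate pH 7.0 + 0.01% (detergent screen) or 0.0001% Triton X-100; 5.3 nM AmpC reagent; cpd preinc 15 min RT; nitrocefin (800 uM stock) to start; A480 q20 s × 4 min; Activity was normalised to no-enzyme and no-compound control wells.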
HCMV inh: inhibitors of human cytomegalovirus; activity change, negative = inhibition, % at 57.5 µM; 410,000 tested, 4.5% active; AID 1259415; HFF cells, HCMV-luciferase reporter, 72 h; stronger effect = lower value; in the data active means activity change below about -60%; inconclusive means no clear call, values can overlap the other calls; inactive means above about -39%
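Compounds were evaluated in HFFs infected with an HCMV luciferase reporter virus (MOI 1 PFU/cell). Luciferase in lysates collected 72 h post infection served as the replication measure.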
* = called active by the depositor; [ ] = another dose, or the depositor's remark. Unless noted, the call rests on the fitted dose curve; in most records, active means well fitted curve in the direction sought with a large enough effect; inconclusive means small, poorly fitted or top-dose-only effect, or another doubt; inactive means no such curve, though single readings can be large; an effect the other way counts as inactive or inconclusive. Unless noted, on the % scale 0 is the no-effect control and ±100 the full control effect. An unsorted share of the library, and some 7.4% of all compounds hit somewhere here.

What do the screens show for `CCOC(=O)c1cccc(NC(=O)CN2C(=O)C3C4C=CC(C4)C3C2=O)c1` (stereo not given)?
LmPK inhibitor: -3%; Sm TGR inh: -6%; AmpC inh detg: 2%; AMA1 RON2 block: -12%; TbPYK inhibitor: -3%; AmpC inh no detg: -21%; HCMV inh: 22

How did COc1cccc(Cn2c(OCC3CCCO3)nc3c2c(=O)n(C)c(=O)n3C)c1 (stereo not given) do in these assays?
LmPK inhibitor: -1%; Sm TGR inh: -12%; AmpC inh detg: inconclusive; AMA1 RON2 block: 4%; TbPYK inhibitor: 2%; AmpC inh no detg: 59%; HCMV inh: 10

Results for CCSc1nnc2c(Cl)cc(Cl)cn12 ?
LmPK inhibitor: -6%; Sm TGR inh: -32%; AmpC inh detg: inconclusive; AMA1 RON2 block: 7%; TbPYK inhibitor: -7%; AmpC inh no detg: -11%; HCMV inh: -10

What do the screens show for `CSc1nc(O)c(C(c2ccc(C)cc2)c2c(O)nc(SC)[nH]c2=O)c(=O)[nH]1`?
LmPK inhibitor: -1%; Sm TGR inh: 45µM*; AmpC inh detg: 11%; AMA1 RON2 block: 5%; TbPYK inhibitor: -9%; AmpC inh no detg: 2%; HCMV inh: -20

How did CCOc1ccc(C2=Nn3c(nnc3-c3ccc(OC)cc3)SC2)cc1 do in these assays?
LmPK inhibitor: -3%; Sm TGR inh: -7%; AmpC inh detg: inconclusive; AMA1 RON2 block: -7%; TbPYK inhibitor: -10%; AmpC inh no detg: 17%; HCMV inh: 22

Results for COc1ccc(CCN=C2SCC(=O)N2C)cc1OC ?
LmPK inhibitor: 0%; Sm TGR inh: 5%; AmpC inh detg: -16%; AMA1 RON2 block: 5%; TbPYK inhibitor: 5%; AmpC inh no detg: -19%; HCMV inh: 44

Results for COC(=O)CC1=C(C(=O)OC)C(c2ccc3c(c2)OCO3)C(C#N)=C(N)O1 (stereo not given) ?
LmPK inhibitor: 8%; Sm TGR inh: -22%; AmpC inh detg: -2%; AMA1 RON2 block: 5%; TbPYK inhibitor: 4%; AmpC inh no detg: -11%; HCMV inh: inconclusive

What do the screens show for `O=C(NCc1ccccc1)C1CCN(c2nc(-c3ccccc3)nc3c2CCC3)CC1`?
LmPK inhibitor: -2%; Sm TGR inh: 0%; AmpC inh detg: 5%; AMA1 RON2 block: -6%; TbPYK inhibitor: 1%; AmpC inh no detg: 23%; HCMV inh: -7

Results for Cc1ccc(OCCOC(=O)Cn2nc(C)c([N+](=O)[O-])c2C)cc1 ?
LmPK inhibitor: 1%; Sm TGR inh: 1%; AmpC inh detg: -8%; AMA1 RON2 block: 5%; TbPYK inhibitor: -1%; AmpC inh no detg: -7%; HCMV inh: -20

How did COc1cc(C(C)=NNC(=O)c2ccncc2)ccc1O do in these assays?
AMA1 RON2 block: -6%; TbPYK inhibitor: 5%; HCMV inh: -101*

Results for COC(=O)c1c(NC(=S)Nc2ccc(F)cc2[N+](=O)[O-])sc2c1CCCCC2 ?
LmPK inhibitor: 2%; Sm TGR inh: -4%; AmpC inh detg: -12%; AMA1 RON2 block: 10%; TbPYK inhibitor: -6%; AmpC inh no detg: -26%; HCMV inh: 41

Results for O=C(Nc1cc(S(=O)(=O)N2CCOCC2)ccc1O)c1ccc(S(=O)(=O)N2CCCCC2)cc1 ?
AMA1 RON2 block: -6%; TbPYK inhibitor: -11%; AmpC inh no detg: -42%; HCMV inh: -40

How did Cc1ccccc1N1C(=O)CC1(C#N)c1ccc(OCc2ccccc2)cc1 (stereo not given) do in these assays?
LmPK inhibitor: 1%; Sm TGR inh: -6%; AmpC inh detg: 1%; AMA1 RON2 block: -7%; TbPYK inhibitor: -2%; AmpC inh no detg: 4%; HCMV inh: -85*

How did O=C(CSc1ccc(Cl)cc1)Nc1ccccc1Oc1ccccc1 do in these assays?
LmPK inhibitor: 2%; Sm TGR inh: -1%; AmpC inh detg: -4%; AMA1 RON2 block: -2%[11.6 µM]; TbPYK inhibitor: 1%; AmpC inh no detg: -20%; HCMV inh: -22

How did CC1(C)NC(=O)N(CC(=O)Nc2cc(C(F)(F)F)cc(C(F)(F)F)c2)C1=O do in these assays?
LmPK inhibitor: 1%; Sm TGR inh: 4%; AmpC inh detg: inconclusive; AMA1 RON2 block: -8%; TbPYK inhibitor: 1%; AmpC inh no detg: 32%; HCMV inh: 20

How did C#CCOCCOCCOCCNc1nc(N2CCN(C(=O)CCCCCCCCCCNC(=O)Cn3cc(C[C@@H](C)O)nn3)CC2)nc(N2CCN(C(=O)CCCCCCCCCCNC(=O)[C@@H](CCSC)n3cc(CCO)nn3)CC2)n1 do in these assays?
Sm TGR inh: -6%; AmpC inh detg: inconclusive; AMA1 RON2 block: -3%; TbPYK inhibitor: 0%; AmpC inh no detg: 246%[activator]

What do the screens show for `Cc1cc(C)n(C(=O)C(C)N2C(=O)c3ccccc3C2=O)n1` (stereo not given)?
LmPK inhibitor: 2%; Sm TGR inh: -22%; AmpC inh detg: inconclusive; AMA1 RON2 block: -5%; TbPYK inhibitor: -2%; AmpC inh no detg: -5%; HCMV inh: 38

Results for Cc1cccc(NC(=O)C(c2ccccc2)N2Cc3ccccc3C2=O)c1C (stereo not given) ?
Sm TGR inh: 4%; AmpC inh detg: 17%; TbPYK inhibitor: -1%; HCMV inh: -74*

What do the screens show for `Cc1cc2cc(CNC(=O)NC3CCCCC3)ccc2[nH]1`?
LmPK inhibitor: 7%; Sm TGR inh: inconclusive; AmpC inh detg: -6%; AMA1 RON2 block: -11%; TbPYK inhibitor: 0%; AmpC inh no detg: -23%; HCMV inh: -23

Results for COc1ccccc1CNC(=O)c1ccc(S(=O)(=O)N(C)C)cc1 ?
LmPK inhibitor: 1%; Sm TGR inh: 7%; AmpC inh detg: inconclusive; AMA1 RON2 block: 1%; TbPYK inhibitor: 0%; AmpC inh no detg: -15%; HCMV inh: -15

Three compounds out of the list, arranged by length of the SMILES, high to low.
Results for COC(=O)CC1=C(C(=O)OC)C(c2ccc3c(c2)OCO3)C(C#N)=C(N)O1 (stereo not given) ?
LmPK inhibitor: 8%; Sm TGR inh: -22%; AmpC inh detg: -2%; AMA1 RON2 block: 5%; TbPYK inhibitor: 4%; AmpC inh no detg: -11%; HCMV inh: inconclusive

How did Cc1ccccc1N1C(=O)CC1(C#N)c1ccc(OCc2ccccc2)cc1 (stereo not given) do in these assays?
LmPK inhibitor: 1%; Sm TGR inh: -6%; AmpC inh detg: 1%; AMA1 RON2 block: -7%; TbPYK inhibitor: -2%; AmpC inh no detg: 4%; HCMV inh: -85*

What do the screens show for `Cc1cc(C)n(C(=O)C(C)N2C(=O)c3ccccc3C2=O)n1` (stereo not given)?
LmPK inhibitor: 2%; Sm TGR inh: -22%; AmpC inh detg: inconclusive; AMA1 RON2 block: -5%; TbPYK inhibitor: -2%; AmpC inh no detg: -5%; HCMV inh: 38

Continued:
Results for CCNC(=O)c1cc2n(n1)CCCN(Cc1ccc(C)cc1)C2=O ?
Sm TGR inh: 0%; AmpC inh detg: 10%; TbPYK inhibitor: 1%; HCMV inh: -3

Results for COc1cc(NC(=S)NC2CC(C)(C)NC(C)(C)C2)c(OC)cc1Cl ?
LmPK inhibitor: -3%; Sm TGR inh: -3%; AmpC inh detg: 6%; AMA1 RON2 block: -1%; TbPYK inhibitor: 4%; AmpC inh no detg: -6%; HCMV inh: 1

How did Cc1ccc(S(=O)(=O)n2cnc3cc([N+](=O)[O-])ccc32)c(C)c1 do in these assays?
LmPK inhibitor: 1%; Sm TGR inh: 5%; AmpC inh detg: -17%; AMA1 RON2 block: -1%; TbPYK inhibitor: -4%; AmpC inh no detg: -16%; HCMV inh: -27

Results for CC(=O)c1cccc(S(=O)(=O)N(C)C2CCN(C)CC2)c1 ?
LmPK inhibitor: -4%; Sm TGR inh: inconclusive; AmpC inh detg: 1%; AMA1 RON2 block: 2%; TbPYK inhibitor: 3%; AmpC inh no detg: -31%; HCMV inh: 24

Results for COc1ccc(-n2ccn(CC(=O)Nc3ccccc3OC)c(=O)c2=O)cc1 ?
LmPK inhibitor: 4%; Sm TGR inh: -10%; AmpC inh detg: inconclusive; AMA1 RON2 block: 29%; TbPYK inhibitor: 0%; AmpC inh no detg: -10%; HCMV inh: -15

What do the screens show for `CC1CC(C)CN(C(=O)CNC(=O)Cn2ccc3ccccc3c2=O)C1` (stereo not given)?
LmPK inhibitor: -3%; Sm TGR inh: 7%; AmpC inh detg: 5%; AMA1 RON2 block: -2%; TbPYK inhibitor: -7%; AmpC inh no detg: -13%; HCMV inh: -2

How did CCOC(=O)Cn1cc(C=O)c2ccccc21 do in these assays?
LmPK inhibitor: -1%; Sm TGR inh: 3%; AmpC inh detg: inconclusive; AMA1 RON2 block: 9%; AmpC inh no detg: -11%; HCMV inh: 41

How did CC(=O)c1ccc(OC2(C)CCN(Cc3ccc4ccccc4c3)C2)cc1 (stereo not given) do in these assays?
AMA1 RON2 block: inconclusive; TbPYK inhibitor: 0%; HCMV inh: -15

Results for CN1CCN(c2nc3c(c(=O)n(C)c(=O)n3C)n2Cc2ccccc2)CC1 ?
LmPK inhibitor: 13%; Sm TGR inh: inconclusive; AmpC inh detg: inconclusive; AMA1 RON2 block: 6%; TbPYK inhibitor: 0%; AmpC inh no detg: -16%; HCMV inh: -30

How did Cc1cc(N)nc(C)c1C#N do in these assays?
LmPK inhibitor: -14%; Sm TGR inh: 3%; AmpC inh detg: 0%; AMA1 RON2 block: 4%; TbPYK inhibitor: 6%; AmpC inh no detg: -8%; HCMV inh: -9

How did CCC(Sc1nnc(-c2ccc(C)c(Cl)c2)n1CC)C(=O)Nc1nccs1 (stereo not given) do in these assays?
LmPK inhibitor: -2%; Sm TGR inh: 6%; AmpC inh detg: -13%; AMA1 RON2 block: 5%; TbPYK inhibitor: -24%; AmpC inh no detg: -11%; HCMV inh: inconclusive

How did CCNC(=S)Nc1cc(C(=O)N2CCCC2)ccc1N1CCCC1 do in these assays?
LmPK inhibitor: 3%; Sm TGR inh: 9%; AmpC inh detg: -14%; AMA1 RON2 block: 8%; TbPYK inhibitor: 1%; AmpC inh no detg: -16%; HCMV inh: inconclusive

What do the screens show for `C[C@@H]1COC(=O)[C@H](NC(=O)OCC2c3ccccc3-c3ccccc32)C/C=C\C[C@@H](CC(=O)N[C@@H](CO)Cc2ccccc2)C(=O)N1`?
AMA1 RON2 block: -1%; TbPYK inhibitor: -9%; AmpC inh no detg: 217%[activator]; HCMV inh: -23

Results for O=C(Nc1ccc2snnc2c1)N1CCCCC1 ?
LmPK inhibitor: -1%; Sm TGR inh: 4%; AmpC inh detg: 4%; AMA1 RON2 block: -11%; TbPYK inhibitor: -4%; AmpC inh no detg: -44%; HCMV inh: 5
